KOR beta-arrestin-1: KOR agonists, beta-arrestin recruitment, primary screen, cell-based, luminescence, uHTS (AID 1777); Kappa-type opioid receptor (Homo sapiens); KOR beta-arrestin recruitment, luminescence; higher % means a stronger effect; activation, % at 10 µM, or EC50 in µM where a hit was titrated; 280,000 tested, 0.02% active; in the data active means activation above about 50%, passing the limit was not always enough; further: a part of the inactive calls stands beside numbers as strong as those of hits
GPR55 LPI antagonism: GPR55 antagonists blocking LPI-driven arrestin recruitment, primary screen, imaging, U2OS, beta-arrestin-GFP, LPI agonist (AID 2013). U2OS GPR55 beta-arrestin-GFP translocation imaging, LPI antagonism; higher % means a stronger effect. inhibition, % at 10 µM, or IC50 in µM where a hit was titrated. 290,000 tested, 0.13% active. G-protein coupled receptor 55 (Homo sapiens);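 active means spots per cell inhibited over 60%, with over 100 cells counted and total cytoplasm intensity under 500,000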;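 further: U2OS cells stably carrying GPR55 and arrestin-GFP stimulated by 5 µM LPI near EC80; imaged beta-arrestin-GFP aggregate spots per cell after agonist stimulation; plate controls were LPI-stimulated DMSO wells for no effect and DMSO wells without LPI for full effect; some results filed as inactive read as strong as hits; confirmed hits need IC50 under 10 µM and bright autofluorescent wells are also inconclusive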
GPR35 antagonists: GPR35 antagonists blocking zaprinast-driven arrestin recruitment, primary screen, imaging, U2OS, beta-arrestin-GFP, zaprinast agonist (AID 2058); G-protein coupled receptor 35 (Homo sapiens); U2OS GPR35 beta-arrestin-GFP translocation imaging, zaprinast antagonism; higher % means a stronger effect; inhibition, % at 10 µM, or IC50 in µM where a hit was titrated; 290,000 tested, 0.052% active;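 active means inhibition of at least 50% with at least 30 cells and total cytoplasm GFP at most 10,000,000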
NOD1 inhibition: NOD1 signaling inhibitors, primary screen, cell-based, luminescence, uHTS (AID 1578). 290,000 tested, 1% active. one-dose inhibition, % at 4 µM; EC50 in µM for titrated hits. NOD1-driven NF-kB luciferase reporter cells, luminescence; higher % means a stronger effect; in the data active means inhibition mostly above about 36%, no sharp cut-off; inactive means mostly below about 34%;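 further: HEK-293T reporter cells stimulated with the NOD1 agonist gamma-tri-DAP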
KOR beta-arrestin-2: KOR antagonists, beta-arrestin recruitment, cell-based, luminescence, uHTS (AID 1778). KOR beta-arrestin recruitment, luminescence, antagonist mode; higher % means a stronger effect. inhibition, % at 10 µM; hits with a dose series show IC50 in µM. 290,000 tested, 0.091% active; in the data active means inhibition above about 50%; further: strong numbers were not always called active
NS5 inhibitors: Dengue-2 NS5 methyltransferase inhibitors, primary screen, biochemical, confirmation dose response (AID 588689) | Genome polyprotein (Dengue virus type 2 (strain 16681-PDK53)) | Dengue-2 NS5 methyltransferase capping enzyme assay, biochemical; higher % means a stronger effect | inhibition, % at 25 µM, or IC50 in µM where a hit was titrated | 340,000 tested, 0.3% active; in the data active means a potency from the dose series
GPR55 beta-arrestin: GPR55 agonists via beta-arrestin recruitment, primary screen, imaging, U2OS cells, beta-arrestin-GFP redistribution (AID 1961); activation, % at 10 µM, or EC50 in µM where a hit was titrated; G-protein coupled receptor 55 (Homo sapiens); 290,000 tested, 0.048% active; U2OS GPR55 beta-arrestin-GFP redistribution imaging; higher % means a stronger effect;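 active means activation above 40% with more than 50 cells counted in the well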;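 further: U2OS osteosarcoma cells stably expressing GPR55 and beta-arrestin-GFP; plate controls were DMSO negative control for no effect and LPI positive control for full effect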
HIV peptide binding: inhibitors of HIV fusion peptide binding, primary screen, biochemical, uHTS, fluorescence dequenching (AID 1986). 290,000 tested, 0.3% active. one-dose inhibition, % at 20 µM; IC50 in µM for titrated hits. cell-free peptide binding, fluorescence dequenching, 30 min; higher % means a stronger effect; in the data active means inhibition mostly above about 52%, no sharp cut-off; inactive means mostly below about 76%; further: some results filed as inactive read as strong as hits
West Nile antiviral: West Nile virus antiviral activity, cell-based, CPE readout (AID 1621); West Nile virus-infected cells, CPE inhibition; higher % means a stronger effect; one-dose CPE inhibition, % at 10 µM; IC50 in µM for titrated hits; 290,000 tested, 0.02% active; in the data active means a potency from the dose series; further: strong numbers were not always called active
NS5 inhibitors pilot replicate: also measured in NS5 inhibitors; calls as there; inhibition, %; measured here: pilot screen replicate inhibition
Numbers without * were called inactive; nt = no result given; [ ] = another dose, or the depositor's remark. These rows are one share of the data; rates above refer to the full screens.

SMILES	KOR beta-arrestin-1	GPR55 LPI antagonism	GPR35 antagonists	NOD1 inhibition	KOR beta-arrestin-2	NS5 inhibitors	GPR55 beta-arrestin	HIV peptide binding	West Nile antiviral	others
COc1cc(CNCc2ccccc2)c(Br)cc1OC1CCCC1	-1.1%	29%	-19%	-14%	-12%	-7%	-0.2%	0.9%	-1.3%
COc1cccc(C2C3(C#N)C(N)=NC(OC)(OC)C23C#N)c1 (stereo unspecified)	-0.4%	16%	2%	5%	19%	-9%	0.0%	-1.5%	0.0%
COc1ccc(NC(=S)N2CCc3ccccc3C2)cc1	0.9%	8%	0%	-31%	nt	-12%	0.6%	-2.3%	-0.5%
CC(C)CN(C(=O)COC(=O)c1nc(Cl)ccc1Cl)c1c(N)n(Cc2ccccc2)c(=O)[nH]c1=O	-4.0%	6%	-8%	-35%	35%	0%	0.0%	-0.7%	-0.6%
CCn1cc(Br)c(C(=O)NC(=S)Nc2ccc(C(=O)OC)cc2)n1	0.2%	14%	22%	-30%	-6%	6%	0.4%	-0.9%	0.1%
CCOc1cc(/C=C(\C#N)C(=O)Nc2ccccn2)ccc1O	-2.3%	8%	3%	-18%	2%	-39%	0.2%	-0.1%	0.0%
O=C1C2C3CC(C2C(=O)N1c1cccc(Cl)c1)[C@H](O)C3O (stereo partly specified)	6.2%	2%	-5%	-6%	-9%	-2%	-0.3%	-1.2%	0.0%
COc1ccc(C)cc1NC(=O)n1ncc2c(C)cccc21	-8.1%	-6%	18%	-4%	5%	-15%	-0.1%	-2.5%	-0.1%
CCN1N=C(c2cc(Cl)sc2Cl)CSC1=O	-0.2%	0%	-14%	0%	21%	7%	-0.4%	1.6%	-0.2%
COC(=O)[C@@H](NC(=O)NCc1ccccc1Cl)C(C)C	-0.8%	-8%	12%	-16%	36%	1%	-0.1%	-0.9%	0.6%
CCOC(=O)C1CCN(Cc2cnc(Oc3ccc(Cl)cc3C)s2)CC1	-0.8%	15%	6%	12%	-1%	-11%	2.6%	-0.4%	1.2%
Cc1ccc(S(=O)(=O)N=C2SCCCS2)cc1	8.3%	-9%	6%	2%	18%	-12%	-1.0%	-3.8%	0.4%
CSCC[C@H](NC(=O)C1CCN(C(=O)[C@@H](N)Cc2ccccc2)CC1)C(=O)O	-1.5%	-8%	5%	-13%	-5%	1%	0.0%	-0.1%	-0.4%
O=C(CN1C(=O)S/C(=C/C=C/c2ccccc2)C1=O)Nc1ccc(C(=O)O)cc1	-1.4%	10%	-12%	-32%	-28%	-7%	0.6%	38%	0.0%
CCOc1ccc(CCn2c(-c3ccco3)nc3ccccc3c2=O)cc1OCC	-2.5%	5%	9%	nt	-3%	3%	-0.1%	-2.0%	0.0%	NS5 inhibitors pilot replicate=1.7
O=C(c1ccc(Br)cc1)c1sc(N2CCOCC2)nc1-c1ccccc1	-1.1%	-13%	-2%	-19%	-5%	0%	0.6%	-1.1%	-1.3%
O=C(Nc1ccc(F)cc1)C1CCN(S(=O)(=O)c2cccs2)CC1	-0.1%	1%	15%	-32%	-2%	2%	0.3%	-1.2%	-0.6%
COc1c(C)cc(NC(=O)c2ccc3c(c2)NC(=O)CO3)cc1C	-1.7%	7%	-9%	-14%	9%	2%	0.1%	0.6%	-0.3%
CCOc1ccc(N/C=C/C(=O)c2ccccc2)c([N+](=O)[O-])c1	14%	3%	-9%	-4%	33%	-3%	-0.1%	2.0%	nt
Cc1ccc(Cl)cc1N1CCN(Cc2nc3c(c(=O)[nH]c(=O)n3C)n2Cc2ccccc2F)CC1	0.2%	14%	-6%	4%	-20%	-6%	-0.1%	1.9%	nt

Reprinted at random: seven records from the list, in no set order.
SMILES	KOR beta-arrestin-1	GPR55 LPI antagonism	GPR35 antagonists	NOD1 inhibition	KOR beta-arrestin-2	NS5 inhibitors	GPR55 beta-arrestin	HIV peptide binding	West Nile antiviral	others
CSCC[C@H](NC(=O)C1CCN(C(=O)[C@@H](N)Cc2ccccc2)CC1)C(=O)O	-1.5%	-8%	5%	-13%	-5%	1%	0.0%	-0.1%	-0.4%
Cc1ccc(S(=O)(=O)N=C2SCCCS2)cc1	8.3%	-9%	6%	2%	18%	-12%	-1.0%	-3.8%	0.4%
O=C(Nc1ccc(F)cc1)C1CCN(S(=O)(=O)c2cccs2)CC1	-0.1%	1%	15%	-32%	-2%	2%	0.3%	-1.2%	-0.6%
COC(=O)[C@@H](NC(=O)NCc1ccccc1Cl)C(C)C	-0.8%	-8%	12%	-16%	36%	1%	-0.1%	-0.9%	0.6%
O=C(CN1C(=O)S/C(=C/C=C/c2ccccc2)C1=O)Nc1ccc(C(=O)O)cc1	-1.4%	10%	-12%	-32%	-28%	-7%	0.6%	38%	0.0%
CCOc1ccc(N/C=C/C(=O)c2ccccc2)c([N+](=O)[O-])c1	14%	3%	-9%	-4%	33%	-3%	-0.1%	2.0%	nt
COc1ccc(NC(=S)N2CCc3ccccc3C2)cc1	0.9%	8%	0%	-31%	nt	-12%	0.6%	-2.3%	-0.5%

Going on with the list:
SMILES	KOR beta-arrestin-1	GPR55 LPI antagonism	GPR35 antagonists	NOD1 inhibition	KOR beta-arrestin-2	NS5 inhibitors	GPR55 beta-arrestin	HIV peptide binding	West Nile antiviral	others
CCc1ccc(NC(=O)CN(c2ccccc2)S(=O)(=O)N(C)C)cc1	-3.2%	-10%	5%	-18%	-41%[20 µM]	-4%	-0.1%	-0.5%	-1.1%
CC(C)CCNC(=O)C1(O)c2ccccc2NC(=O)N1c1ccc(Cl)cc1 (stereo unspecified)	3.9%	-2%	-13%	-19%	14%	-12%	-0.2%	-0.4%	-0.4%
COC(=O)c1sc(NC(=O)CSc2nc3cccnc3n2C2CCCCC2)nc1C	-8.1%	1%	2%	19%	13%	-10%	-0.3%	0.9%	-0.2%
Cc1cccc(C)c1NC1=NC(=S)N(c2ccc(C(=O)O)cc2)C12CCCCC2	-0.9%	-14%	13%	-13%	-17%	1%	-0.2%	-0.1%	0.4%
COc1cc(/C=C/c2ccc3cccc([N+](=O)[O-])c3n2)ccc1OCC#N	-0.2%	0%	-2%	-10%	33%	1%	0.2%	1.4%	-1.0%
CCOC(=O)N1CCN(c2nc3ccccc3nc2C(C#N)C(=O)NCCc2ccccc2)CC1 (stereo unspecified)	0.7%	15%	-3%	15%	-20%	6%	-0.1%	7.5%	0.8%
CCOc1ccccc1CNC(=O)c1cn(C)c(=O)c2c1c1ccccc1n2C	-1.8%	4%	-6%	15%	16%	-3%	0.2%	0.3%	-0.5%
CCc1ccc(CCC(=O)Nc2ccc(Br)cc2)o1	-8.1%	-32%	3%	-32%	-5%[20 µM]	-13%	-0.1%	0.3%	-0.9%
CCS(=O)(=O)c1nc(S(=O)(=O)c2ccc(C)cc2)c(N2CCN(C)CC2)s1	1.3%	14%	6%	11%	-9%	-5%	0.1%	1.1%	0.5%
Cc1cc(C)n(C(=O)CNC(=O)c2ccco2)n1	-0.4%	5%	18%	-10%	-12%	-4%	-0.2%	0.8%	0.2%
COc1ccccc1NS(=O)(=O)c1cccc(C(=O)NNC(=O)C(NC(N)=O)C(C)C)c1 (stereo unspecified)	4.0%	5%	8%	-11%	-4%	-1%	-0.1%	0.8%	0.7%
COCCNC(=O)c1ccc(CN2CCc3ccccc3C2)cc1	1.7%	10%	0%	-5%	10%	nt	-0.5%	4.5%	-0.4%
CS(=O)(=O)N1CCN(c2ccccc2NC(=S)NC(=O)c2ccco2)CC1	-3.0%	5%	-1%	-23%	14%	-5%	0.2%	0.1%	-0.3%
OC(COc1ccccc1Cl)CN1CCN(CC(O)COc2ccccc2Cl)CC1 (stereo unspecified)	-1.9%	9%	17%	-4%	-23%	1%	0.2%	-2.8%	-0.7%
CC(C)OP(=O)(c1ccccc1)c1ccccc1	-2.1%	0%	-19%	-9%	-1%	-4%	0.1%	2.6%	-0.6%
Cc1nc(-n2nnc3ccccc32)c2c3c(sc2n1)CCCC3	1.8%	-1%	16%	12%	-23%	-2%	-1.0%	1.7%	0.3%
O=C(CSc1nnc(CNC(=O)c2c(F)cccc2F)o1)NCc1ccccc1	4.1%	9%	18%	-29%	-25%	-4%	0.0%	1.5%	-0.8%
O=C(CCn1nnc2ccccc21)Nc1nnc(Cc2ccccc2)s1	1.9%	-3%	-9%	-20%	2%	-3%	0.1%	4.7%	nt
O=C(NCc1nnc(SCC(=O)N2CCCCC2)o1)c1c(F)cccc1F	5.1%	5%	-15%	-32%	11%	-2%	0.0%	1.0%	-0.5%
O=C(Cn1c(CC(=O)N2CCCC2)nc2ccccc21)NCc1ccccc1	nt	9%	1%	-4%	nt	-4%	0.5%	-2.0%	nt
C[n+]1cccc2cccc([O-])c21	2.1%	-11%	-12%	-3%	-3%	20%	0.7%	1.1%	0.7%
Cc1ccc(S(=O)(=O)N2CCOCC2)cc1C(=O)Nc1cccc(S(=O)(=O)N2CCCC2)c1	-7.3%	10%	4%	-7%	-4%	1%	0.0%	-1.4%	-1.0%
COc1ccccc1/C=N/N1C(=O)c2cccc3cccc(c23)C1=O	20%	5%	-3%	-9%	-44%	17%	-0.1%	12%	-0.2%
COc1cc(/C=N/NC(=O)c2ccc(-c3ccccc3)cc2)cc(OC)c1OC	2.4%	9%	24%	nt	-50%	-4%	-0.2%	-1.3%	-0.6%
Cc1ccc(-c2nnc(CN3CCN(C)CC3)o2)cc1	-2.2%	-11%	-10%	-1%	10%	-1%	-0.2%	0.9%	-0.1%
Cc1nn(C(C)C(=O)NNC(=S)Nc2ccc(F)cc2)c(C)c1[N+](=O)[O-] (stereo unspecified)	-7.7%	3%	8%	-4%	18%	-1%	-0.1%	1.9%	0.1%

Screening data: PubChem, several laboratories
